Arr AP2 block – inhibitors of beta-arrestin/AP2 binding, primary screen, biochemical, GPCR trafficking, flow cytometry | FITC-arrestin peptide / GST-AP2 beads; AP2 beta2 appendage carries R879A mutation | inhibition, % at 10 µM | beta-arrestin 1 C-terminal peptide binding to AP2 beta2-adaptin appendage (human) | AID 504490, 2011 | 340,000 compounds, 0.31% hits;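 active = inhibition above a set limit, near 3 SD of compounds lacking own fluorescence, cut at about 54% in these data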;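 note: plate controls were DMSO wells for no effect and 5 µM unlabelled arrestin peptide for full effect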
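System: GST-AP2 R879A bound to glutathione beads, E. coli-expressed. Also added: 50 nM FITC-arrestin peptide. Schedule: compound with beads 12 min RT, then probe 1 h RT. Signal: bead flow cytometry, FITC channel. Read-out basis: percent response.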
Keap1-Nrf2 PPI – Keap1-Nrf2 protein-protein interaction inhibitors, primary screen, biochemical, fluorescence polarization, single point | 340,000 compounds, 0.15% hits | Keap1 Kelch-Nrf2 peptide fluorescence polarization, 1536-well | inhibition, % at 9.4 µM | AID 504523, 2011; in the data active = inhibition above about 12%;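 note: human Keap1 Kelch domain with fluorescein labeled Nrf2 9mer peptide probe; 0% = neutral control wells and 100% = peptide positive control; higher means more block of Keap1 binding to Nrf2 peptide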
NSD2 inh – NSD2 histone methyltransferase inhibitors, primary screen, biochemical, AlphaScreen, single concentration, set 2; Histone-lysine N-methyltransferase NSD2 (Homo sapiens), O96028; NSD2 peptide methylation, 120 min; inhibition, % at 12.5 µM; 310,000 compounds, 0.54% hits; in the data active = inhibition above about 50%
Target sequence (O96028 whole entry, looked up): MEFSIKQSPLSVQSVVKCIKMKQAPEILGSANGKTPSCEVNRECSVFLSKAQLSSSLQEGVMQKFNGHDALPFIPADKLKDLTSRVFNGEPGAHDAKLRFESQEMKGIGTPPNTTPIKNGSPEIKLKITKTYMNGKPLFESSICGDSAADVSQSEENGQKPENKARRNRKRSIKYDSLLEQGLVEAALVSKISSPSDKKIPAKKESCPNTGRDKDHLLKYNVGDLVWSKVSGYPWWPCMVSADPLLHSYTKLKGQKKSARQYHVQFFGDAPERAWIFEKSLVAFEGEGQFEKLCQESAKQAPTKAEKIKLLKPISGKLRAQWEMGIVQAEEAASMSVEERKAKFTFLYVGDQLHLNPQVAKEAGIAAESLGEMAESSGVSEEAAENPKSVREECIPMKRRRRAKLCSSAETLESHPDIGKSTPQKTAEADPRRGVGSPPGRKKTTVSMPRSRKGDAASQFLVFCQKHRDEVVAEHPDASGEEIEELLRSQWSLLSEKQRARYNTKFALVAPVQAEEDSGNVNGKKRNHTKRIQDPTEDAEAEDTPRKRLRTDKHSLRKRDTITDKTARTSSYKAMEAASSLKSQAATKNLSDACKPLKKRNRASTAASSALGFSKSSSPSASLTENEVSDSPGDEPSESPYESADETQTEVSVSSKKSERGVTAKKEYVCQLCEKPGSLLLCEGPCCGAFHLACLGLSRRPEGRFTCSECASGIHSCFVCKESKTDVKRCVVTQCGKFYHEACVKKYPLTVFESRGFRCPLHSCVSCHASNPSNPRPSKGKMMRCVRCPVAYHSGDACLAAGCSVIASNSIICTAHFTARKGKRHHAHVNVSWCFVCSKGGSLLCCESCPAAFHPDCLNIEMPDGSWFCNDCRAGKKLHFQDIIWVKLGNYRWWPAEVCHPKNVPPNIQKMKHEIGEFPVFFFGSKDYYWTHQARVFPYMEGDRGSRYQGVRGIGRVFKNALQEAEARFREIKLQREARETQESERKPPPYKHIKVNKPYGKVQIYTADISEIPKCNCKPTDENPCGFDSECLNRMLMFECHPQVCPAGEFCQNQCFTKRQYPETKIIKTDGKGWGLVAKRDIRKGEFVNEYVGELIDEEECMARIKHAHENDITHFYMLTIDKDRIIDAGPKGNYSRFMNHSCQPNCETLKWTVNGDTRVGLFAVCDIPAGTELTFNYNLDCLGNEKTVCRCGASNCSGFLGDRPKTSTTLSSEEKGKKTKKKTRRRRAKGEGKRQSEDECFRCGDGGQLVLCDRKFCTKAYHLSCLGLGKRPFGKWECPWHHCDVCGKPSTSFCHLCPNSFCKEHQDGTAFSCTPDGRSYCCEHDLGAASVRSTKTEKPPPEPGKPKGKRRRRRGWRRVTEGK
LANA DNA inh – inhibitors of KSHV C-LANA binding to DNA, primary screen, biochemical, fluorescence polarization, FAM-LBS DNA, MBP-C-LANA, single point. Kaposi's sarcoma herpesvirus LANA C-terminal domain (residues 932-1162) DNA binding. inhibition, % at 9 µM. 340,000 compounds, 0.078% hits;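 active = highest replicate inhibition at or above 60% at 9 µM, even if other replicates fall short; inactive = all replicates below 60% inhibition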;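 note: 0% = neutral control wells and 100% = 4 µM acridine orange control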
V-ATPase pH – regulators of yeast V-ATPase proton pumping, primary screen, pHLuorin cytosolic pH fluorescence. S. cerevisiae. response, % at 10 µM. 350,000 compounds, 0.37% hits; in the data active = response mostly above about 7.3%, no sharp cut-off; inactive = mostly below about 5.4%; note: actives read high; inactives centre near 0; some compounds called inactive have numbers as strong as hits
Pemphigus Ab inh – inhibitors of pemphigus antibody binding to DSG3, primary screen, biochemical, bead-based, flow cytometry, scFv-GFP | 310,000 compounds, 0.48% hits | binding (percent of control), % at 10 µM | DSG3-coupled beads, scFv-anti-DSG3-GFP binding; hits give low values;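 active = binding more than 3 SD below its plate's average and above zero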;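 note: hits lower antibody fragment binding to DSG3; some compounds called inactive have numbers as strong as hits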
CAL PDZ FP-1 – untagged CAL PDZ binding inhibitors, primary screen, biochemical, fluorescence polarization, HTS; Golgi-associated PDZ and coiled-coil motif-containing protein (Homo sapiens), Q9HD26; purified CAL PDZ, TMR-peptide fluorescence polarization, 1 h; inhibition, % at 24.9 µM; 300,000 compounds, 0.92% hits; AID 602252, 2012;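 active = mean inhibition of at least 30% with at least half of replicates also reaching 30%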;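 note: 0% = DMSO neutral control and 100% = excess unlabeled competitor peptide PRC23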
RTF Ca sens inh – cardiac RTF calcium sensitivity inhibitors, primary screen, biochemical, IANBD-TnC fluorescence, EC70 calcium; Troponin I, cardiac muscle (Homo sapiens) + Troponin T, cardiac muscle (Homo sapiens) + …; IANBD-labeled cardiac RTF, Ca2+ fluorescence; inhibition, % at 7.15 µM; 340,000 compounds, 0.12% hits;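 active = inhibition above the mean inhibition of all tested compounds plus 3 SD, cut at about 17% in these data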;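 note: assay run at fixed EC70 calcium of 1.6 mM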
DAGLB inhibitor – DAGLB lipase inhibitors, primary screen, biochemical, fluorescence, HTS | AID 504411, 2011 | inhibition, % at 5.17 µM | 340,000 compounds, 0.059% hits | HEK293T DAGLB membrane lysate, EnzChek fluorogenic substrate | Diacylglycerol lipase-beta (Homo sapiens), Q8NCG7; in the data active = inhibition above about 34%;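 note: 0% = enzyme with vehicle and 100% = wells lacking enzyme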
CAL PDZ FP-2 – CAL PDZ peptide-binding inhibitors, primary screen, biochemical, fluorescence polarization, Cer-tagged CAL PDZ, HTS | 330,000 compounds, 0.02% hits | Golgi-associated PDZ and coiled-coil motif-containing protein (Homo sapiens), Q9HD26 | purified CAL PDZ, TMR-peptide fluorescence polarization, 1 h | inhibition, % at 20 µM | AID 504414, 2011;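 active = highest replicate inhibition of at least 40%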;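 note: plate controls were DMSO neutral control wells for no effect and unlabeled competitor peptide control wells for full effect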
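Control set: unlabelled peptide and DMSO controls / Material: purified CerCALP PDZ construct / Timing: 1 h incubation at room temperature before polarization reading / Doses: 20 µM, one dose / Detection: fluorescence polarization (mP)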
* marks the source's active call; other numbers are inactive results; nt = not tested or not shown.

SMILES	Arr AP2 block	Keap1-Nrf2 PPI	NSD2 inh	LANA DNA inh	V-ATPase pH	Pemphigus Ab inh	CAL PDZ FP-1	RTF Ca sens inh	DAGLB inhibitor	CAL PDZ FP-2
O=C(Cn1cnc2c(nnn2-c2ccccc2)c1=O)NCCc1ccccc1	-8	6	nt	0.0	-3	85	nt	-1	0	0.0
CC(=O)Nc1ccc2c(c1)ncn2C1CCCCC1	-1	-5	-2	-0.6	-1	78	-1	-3	0	-2.8
CCOC(=O)CSc1nc2cccnc2n1-c1ccc(F)cc1	4	-5	-2	0.7	-2	104	-2	-10	-2	-3.4
COc1cc(NC(=S)N2CCCC(C)C2)cc(OC)c1OC (configuration not stated)	-11	-2	-2	0.7	0	104	-1	-16	0	-1.9
CC(=O)Nc1cccc(NC(=O)c2ccc3c(c2)CCN3S(=O)(=O)c2ccccc2)c1	14	-5	-1	0.1	-3	103	6	-7	0	-2.4
O=C(NCc1ccccc1F)c1ccc(S(=O)(=O)NCc2ccco2)cc1	-19	5	2	0.0	-2	nt	-4	4	4	-2.4
O=C(NCCN1CCCCC1)Nc1ccc(F)cc1F	1	3	-1	-0.4	4	103	-8	-4	-1	nt
COc1cccc(C(=O)C2=NN(C(C)=O)CC2c2ccco2)c1 (configuration not stated)	0	-3	3	-1.7	-6	110	3	-10	0	0.9
CCOC(=O)C1=NN(C(C)=O)C2C(=O)N(CC)C(=O)C12 (configuration not stated)	11	nt	-2	nt	1	107	nt	nt	nt	nt
CCCC(=O)Nc1ccc2c(c1)nc1n2CCSC1	7	-18	-1	-0.8	-2	107	0	-6	2	-1.3
COc1cccc(C(=O)c2c(-c3ccccc3)ncc3cc(OC)c(OC)cc23)c1	-15	4	nt	1.4	-1	94	-5	-3	-1	-1.7
CCOc1ccc2oc(C(=O)N3CCN(Cc4ccccc4)CC3)c(C)c2c1	18	0	1	-0.9	0	103	3	-3	-14	-0.4
C=C1C(=O)OC2C1C(OC(=O)C(C)=CC)CC(=C)C1C(O)C3OC3(C)C21O (configuration not stated)	32	-28	5	-0.9	-3	106	-3	3	-2	0.1
CCN(CC)C(=O)Oc1ccc(Br)cc1C(=O)Nc1ccc(F)c(Cl)c1	-18	-5	-8	0.8	-4	nt	-3	-5	-11	-0.7
C=CCc1cc(Cl)ccc1OCCn1ccnc1	-3	3	1	0.3	13	95	-2	-6	-1	-0.9

Laid out differently: results already given.
SMILES,Arr AP2 block,Keap1-Nrf2 PPI,NSD2 inh,LANA DNA inh,V-ATPase pH,Pemphigus Ab inh,CAL PDZ FP-1,RTF Ca sens inh,DAGLB inhibitor,CAL PDZ FP-2
O=C(Cn1cnc2c(nnn2-c2ccccc2)c1=O)NCCc1ccccc1,-8,6,nt,0.0,-3,85,nt,-1,0,0.0
CC(=O)Nc1ccc2c(c1)ncn2C1CCCCC1,-1,-5,-2,-0.6,-1,78,-1,-3,0,-2.8
CCOC(=O)CSc1nc2cccnc2n1-c1ccc(F)cc1,4,-5,-2,0.7,-2,104,-2,-10,-2,-3.4
COc1cc(NC(=S)N2CCCC(C)C2)cc(OC)c1OC (configuration not stated),-11,-2,-2,0.7,0,104,-1,-16,0,-1.9
CC(=O)Nc1cccc(NC(=O)c2ccc3c(c2)CCN3S(=O)(=O)c2ccccc2)c1,14,-5,-1,0.1,-3,103,6,-7,0,-2.4
O=C(NCc1ccccc1F)c1ccc(S(=O)(=O)NCc2ccco2)cc1,-19,5,2,0.0,-2,nt,-4,4,4,-2.4
O=C(NCCN1CCCCC1)Nc1ccc(F)cc1F,1,3,-1,-0.4,4,103,-8,-4,-1,nt
COc1cccc(C(=O)C2=NN(C(C)=O)CC2c2ccco2)c1 (configuration not stated),0,-3,3,-1.7,-6,110,3,-10,0,0.9
CCOC(=O)C1=NN(C(C)=O)C2C(=O)N(CC)C(=O)C12 (configuration not stated),11,nt,-2,nt,1,107,nt,nt,nt,nt
CCCC(=O)Nc1ccc2c(c1)nc1n2CCSC1,7,-18,-1,-0.8,-2,107,0,-6,2,-1.3

(listing goes on)
SMILES	Arr AP2 block	Keap1-Nrf2 PPI	NSD2 inh	LANA DNA inh	V-ATPase pH	Pemphigus Ab inh	CAL PDZ FP-1	RTF Ca sens inh	DAGLB inhibitor	CAL PDZ FP-2
O=C1NC[C@H](Cc2ccccc2)N(CC2CCN(CC3CCCC3)CC2)C1=O	11	-1	nt	0.7	2	104	-2	-3	-3	1.7
COc1ccc(S(N)(=O)=O)cc1C(=O)NCCCN1CCN(c2cccc(Cl)c2)CC1	5	-3	4	1.3	-1	113	-4	1	0	-1.1
Nc1ccccc1Oc1c(F)c(F)c(Oc2ccccc2N)c(F)c1F	6	2	0	0.5	4	103	-5	-9	-30	0.8
CN(C)CCCNC(=O)C[C@H]1C[C@H](C(=O)N2CCOCC2)[C@@]2(C)c3[nH]c4ccc(Cl)cc4c3CCN2C1=O	4	-4	nt	-1.4	1	109	-4	-3	-1	0.9
C=CCOc1ccc(CN(C)Cc2nc3cc(C(F)(F)F)ccc3c(=O)[nH]2)cc1	0	1	-4	-0.3	-2	103	-2	-9	-6	-0.3
COc1ccc(-c2cc3ccccc3n2CC(O)CNCCO)cc1 (configuration not stated)	0	-7	-1	0.6	-4	99	-7	-6	0	0.0
C=CCN1C(=O)NC2(CCCCC2)C1=O	6	-6	-3	0.0	0	99	1	4	1	-4.1
COc1ccc(CC(C#N)(CO)c2nc3ccccc3[nH]2)cc1 (configuration not stated)	4	-1	-2	-0.4	-1	81	-1	7	0	-2.7
C=CCOc1ccccc1CN1CCSCC1	6	-1	5	1.8	0	104	-4	-6	-1	nt
Cc1ccc(C2=NN=C(NC(=O)CSc3nnc4c5ccccc5n(C)c4n3)SC2)cc1	nt	-3	-3	-1.4	1	92	-4	2	-40	-3.2
O=C(CN1C(=O)c2ccccc2S1(=O)=O)NC1CC2CCC1C2 (configuration not stated)	1	-2	nt	-0.4	2	108	-2	-2	0	-0.3
NC(=S)N/N=C1\CC(n2nnn(-c3cccc(Cl)c3)c2=S)C2COC1O2 (configuration not stated)	7	1	-3	1.3	-2	106	-2	-13	1	-1.1
CC1=NN(C(=O)c2ccc(Cn3nc(C)c([N+](=O)[O-])c3C)o2)C(O)(C(F)(F)F)C1 (configuration not stated)	12	-2	3	0.1	3	99	5	12	1	0.0
Cc1cc(C)n(CCO)c(=O)n1	13	0	0	0.0	0	nt	-4	-3	-3	-1.3
Cc1cc(SCC(=O)N/N=C/c2ccccc2C(=O)O)c(C)cc1Br	3	4	-7	-1.0	0	nt	-4	10	6	-1.6
CCOC(=O)C(C)Oc1c(Br)cc(C2NC(=O)NC(C)=C2C(C)=O)cc1OCC (configuration not stated)	3	-3	-2	-0.9	-5	93	nt	-10	2	-2.0
CC(Oc1ccccc1)C(=O)Nc1nc(-c2ccccn2)cs1 (configuration not stated)	25	1	1	-0.5	0	109	-5	4	0	-2.7
Cc1oc2ccccc2c1CNC(=O)N(C)C	8	5	-3	-2.2	6	nt	0	-2	-1	-1.4
O=C(OCc1nnc(-c2ccccc2)o1)C1CC(=O)N(Cc2ccco2)C1 (configuration not stated)	11	-2	1	-0.1	4	111	nt	-2	0	0.7
Cc1ccc(CCP(=O)(O)CN2CCOCC2)cn1	16	-3	30	-0.3	-3	100	0	5	3	-0.3
CSc1cccc(NC(=O)C(C)C)c1	36	0	8	0.2	2	86	nt	3	-2	-0.2
COC(=O)c1cccc(NC(=O)CCc2ccccc2)c1	20	-5	12	-0.9	-3	105	-2	-19	-1	-1.5
CC1(C)C=C(c2ccc(C=O)s2)CC(C)(C)N1	-6	2	-1	1.0	1	99	-2	-12	2	-1.8
O=C(CCn1c(=O)oc2ccc(Cl)cc21)NCCCN1CCOCC1	-3	-4	-6	-0.1	5	75	2	7	1	-0.2
CCC(=O)Nc1cccc(C(=O)Nc2nccs2)c1	5	-1	0	-0.5	-2	102	-4	-6	2	-3.0
O=C(O)/C=C/c1ccc2c(-c3ccccc3)onc2c1	-3	1	1	0.9	-4	98	-3	-5	1	-2.5
Cc1cc(C)cc(N(CC(=O)N2CC=C(c3ccccc3)CC2)S(=O)(=O)c2c(C)noc2C)c1	0	-2	nt	-1.6	0	104	-3	-8	-9	-0.3
COc1cc(OC)c2c(-c3cccc(-c4ccc(NC(C)=O)cc4)c3)cc(=O)oc2c1	5	-1	nt	-2.7	-1	108	4	-9	-2	-2.8
CCN(CC)S(=O)(=O)c1ccc(NC(=O)C(C)N(c2ccc(OC)cc2)S(C)(=O)=O)cc1 (configuration not stated)	5	2	0	-2.7	-2	98	-2	4	-3	-0.5
COc1ccc(OC(=O)C2CC(=O)N(c3ccc(C)cc3)C2)cc1 (configuration not stated)	12	-2	-2	-0.4	6	119	3	-1	-4	-1.0
CCCC/C(C)=N/NC(=O)C(=O)NCCc1ccccc1	9	-3	-2	-5.4	0	nt	-6	-3	-3	0.8
C1=CN2CCC1C(c1ccccc1)C2 (configuration not stated)	1	-2	0	-0.4	-7	98	-3	-2	0	1.0
COc1ccccc1NC(=O)CSc1nnc(Cc2cccn2C)n1-c1ccc(F)cc1	3	-2	nt	-1.8	-1	107	2	-6	3	-1.1
CC(=O)Nc1cccc(NC(=O)CSc2ncc(-c3ccccc3)[nH]2)c1	-20	6	2	1.2	-4	98	nt	-2	-1	0.4

Screening results as filed in PubChem.

Some of the compounds tested (hit frequency here may not be typical).
